DDE Tn6 FP inh: inhibitors of Tn6 peptide binding to fibrin DD(E), primary screen, biochemical, fluorescence polarization, human fibrin, Tn6 probe | 370,000 compounds, 0.21% hits | Fibrin DD(E) TRITC-Tn6 fluorescence polarization displacement | inhibition, % at 8.3 µM;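 active = inhibition above a per-campaign cutoff: mean of compounds within control limits plus 3 SD, cut at about 15% in these data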;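 also: 0% = median of all compound wells on the plate and 100% = blocking peptide control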
ASAP1 inh: inhibitors of human ASAP1 ArfGAP activity, primary screen, biochemical, fluorescence polarization; inhibition, % at 16.5 µM; ASAP1-stimulated ARF1 GTP hydrolysis, GDP FP detection; 360,000 compounds, 0.19% hits; AID 624377, 2012; in the data active = inhibition above about 25%;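 also: 0% = vehicle with enzyme and substrate and 100% = no enzyme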
ADAM10 inh: human ADAM10 inhibitors, primary screen, biochemical, QFRET, HTS; 370,000 compounds, 0.62% hits; Disintegrin and metalloproteinase domain-containing protein 10 (Homo sapiens), O14672; recombinant ADAM10, EDANS/DABCYL FRET peptide cleavage, 3 h; AID 720582, 2013; inhibition, % at 7 µM;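 active = inhibition above a per-campaign cutoff equal to the mean of compounds falling between control-based bounds plus 3 SD, cut at about 20% in these data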;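 also: 0% = DMSO wells while the 100% control is not disclosed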
Tn7 DDE FP: inhibitors of Tn7 peptide binding to fibrin DD(E), primary screen, biochemical, fluorescence polarization, human fibrin, Tn7 probe; Fibrinogen beta chain (Homo sapiens), P02675; FP displacement of FITC-Tn7 peptide from fibrin DD(E); 0% = median of compound wells per plate; inhibition, % at 8.3 µM; 370,000 compounds, 0.13% hits; AID 720508, 2013;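 active = inhibition above the mean of compounds falling within the control limits plus 3 SD of them, cut at about 14% in these data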;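 also: 0% = plate median of compound wells and 100% = 10 µM Aha-Tn7 peptide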
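Assay system: human fibrin DD(E). Input: DD(E) 2 µM final. Medium: Tris buffer with calcium and detergent, pH 7.8. Compound dosing: single point at 8.3 µM. Timing: 10 min plus 3 h, room temperature. Technique: fluorescence polarization of the labelled Tn7 tracer. Read-out: percent inhibition. Replicates: singlicate testing.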
TDP2 inh: human TDP2 enzyme inhibitors, primary screen, biochemical, epi absorbance, recombinant enzyme | Tyrosyl-DNA phosphodiesterase 2 (Homo sapiens), O95551 | T5PNP hydrolysis, p-nitrophenol absorbance 415 nm | inhibition, % at 12.8 µM | 370,000 compounds, 0.34% hits | AID 720702, 2013;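 active = inhibition above the mean of all tested compounds plus 3 SD, set per campaign, cut at about 25% in these data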;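 also: 0% = DMSO with enzyme and 100% = buffer with substrate but no TDP2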
Target sequence (O95551 whole entry, looked up): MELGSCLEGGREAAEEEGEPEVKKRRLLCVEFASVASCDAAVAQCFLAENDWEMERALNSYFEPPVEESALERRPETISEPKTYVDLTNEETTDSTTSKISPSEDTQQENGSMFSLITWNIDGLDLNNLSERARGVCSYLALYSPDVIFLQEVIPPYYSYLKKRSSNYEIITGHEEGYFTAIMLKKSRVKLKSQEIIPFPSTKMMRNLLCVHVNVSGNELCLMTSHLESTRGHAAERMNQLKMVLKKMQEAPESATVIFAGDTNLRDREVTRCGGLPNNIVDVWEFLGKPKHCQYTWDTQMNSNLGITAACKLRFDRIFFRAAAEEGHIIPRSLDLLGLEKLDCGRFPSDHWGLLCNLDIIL
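Test system: human TDP2 enzyme; Input: 120 nM TDP2 per well; Buffer or medium: Mg2+-containing Tris-HCl buffer, pH 7.5; Reagent: 5 mM T5PNP; Dosing: 12.8 µM single point, 1% DMSO; Incubation: reaction 2 h, 37 °C; Detection: p-Nitrophenol epi absorbance; Read-out: % inhibition relative to enzyme-containing and enzyme-free wells; Replicates: single well per compound.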
KLK7 zymogen act: proKLK7 zymogen activators, primary screen, biochemical, fluorescence intensity. Kallikrein-7 (Homo sapiens), P49862. purified proKLK7, EDANS-DABCYL substrate fluorescence; 100% is mature enzyme control, 0% vehicle. activation, % at 7 µM. 370,000 compounds, 0.9% hits. AID 652039, 2013;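 active = activation above the mean of all tested compounds plus 3 SD, computed per campaign excluding outliers beyond control limits, cut at about 13% in these data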
Target sequence (P49862 whole entry, looked up): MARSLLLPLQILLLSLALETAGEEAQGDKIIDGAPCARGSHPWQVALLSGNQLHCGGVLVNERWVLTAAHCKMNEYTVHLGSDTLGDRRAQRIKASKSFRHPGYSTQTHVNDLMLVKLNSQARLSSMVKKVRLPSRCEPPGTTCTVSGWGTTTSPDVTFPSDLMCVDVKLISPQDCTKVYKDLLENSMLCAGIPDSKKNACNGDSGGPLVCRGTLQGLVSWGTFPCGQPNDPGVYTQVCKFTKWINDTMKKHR
PLCg1 inh: PLC-gamma1 enzyme inhibitors, primary screen, biochemical, fluorescence, purified enzyme; AID 720700, 2013; 1-phosphatidylinositol 4,5-bisphosphate phosphodiesterase gamma-1 (Homo sapiens), P19174; 370,000 compounds, 0.84% hits; inhibition, % at 12.2 µM; fluorogenic substrate; in the data active = inhibition above about 9.5%
ADAM17 inh: ADAM17 inhibitors, primary screen, biochemical, QFRET; Disintegrin and metalloproteinase domain-containing protein 17 (Homo sapiens), P78536; recombinant ADAM17, EDANS/DABCYL FRET peptide cleavage; inhibition, % at 6.95 µM; 370,000 compounds, 0.83% hits;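 active = inhibition above the mean of compounds lying between control limits plus 3 SD, set per campaign, cut at about 8.5% in these data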;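 also: 0% = DMSO-only wells as the low control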
ARFGAP1 inh: inhibitors of rat ARFGAP1 GAP activity, primary screen, biochemical, fluorescence polarization, GDP tracer. inhibition, % at 16.5 µM. Arfgap1-stimulated ARF1 GTP hydrolysis, GDP FP detection. 360,000 compounds, 0.26% hits. ADP-ribosylation factor GTPase-activating protein 1 (Rattus norvegicus), Q62848;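 active = inhibition above a per-plate limit, mean inhibition of low control wells plus 3 SD, cut at about 25% in these data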;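 also: 0% = DMSO wells with enzyme and 100% = wells lacking Arfgap1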
Target sequence (Q62848 1-136 limits assumed): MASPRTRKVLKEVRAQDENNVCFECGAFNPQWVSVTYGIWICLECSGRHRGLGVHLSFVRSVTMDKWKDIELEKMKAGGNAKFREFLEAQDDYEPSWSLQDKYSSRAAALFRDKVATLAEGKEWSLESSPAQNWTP
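system = rat Arfgap1 catalytic domain, aa 1-136 | technique = FP, GDP Alexa 633 tracer displaced from anti-GDP antibody, 620/688 nm | compound = one concentration, 16.5 µM, DMSO 1.26% | medium = HEPES-based buffer, pH 7.5 | timing = compound-enzyme preincubation 20 min, reaction 120 min, detection 60 min, 25 °C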
LEDGF integ inh: blockers of LEDGF/p75-dependent integrase strand transfer – biochemical, TR-FRET, high throughput, primary screen; HIV-1 integrase (with human LEDGF/p75); TR-FRET IN-LEDGF/p75 DNA integration, Eu/Cy5; inhibition, % at 3.7 µM; 370,000 compounds, 0.64% hits; AID 743269, 2014;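 active = inhibition above the screen-wide mean plus 3 SD, cut at about 13% in these data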;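 also: signal is the Cy5 over europium emission ratio at 671 and 618 nm; 0% = plate median of compound wells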
Starred values were filed as active, the others as inactive; . = not tested or not shown.

SMILES	DDE Tn6 FP inh	ASAP1 inh	ADAM10 inh	Tn7 DDE FP	TDP2 inh	KLK7 zymogen act	PLCg1 inh	ADAM17 inh	ARFGAP1 inh	LEDGF integ inh
COc1ccccc1N=Nc1nc(-c2ccccc2)c(-c2ccccc2)[nH]1	21*	9	18	-3	-8	-0.7	3	12*	3	5
N#Cc1nc(-c2ccccc2F)oc1N1CCN(C(=O)c2ccco2)CC1	-4	-7	-265	3	5	0.5	-8	-72	-3	0
COc1ccccc1N1CCN(C(=O)c2cn(C)c3ccc(S(=O)(=O)N4CCOCC4)cc3c2=O)CC1	8	-1	-8	3	-10	0.4	-1	4	12	-2
CC(=O)c1cccc(NC(=O)C(OC(=O)c2cccc(S(=O)(=O)N(C)c3ccccc3)c2)c2ccccc2)c1 (stereo not drawn)	-9	13	15	-2	2	-0.6	-13	9.1*	2	0
Cc1cccc(NC(=O)N2C3CCCC2CC(NC(=O)C(C)(C)C)C3)c1 (stereo not drawn)	-5	-1	-5	-1	10	-0.9	1	-4	3	2
CCc1nc2c(OCCOc3ccc(F)cc3)cccn2c1N(C=O)Cc1ccc(OC)cc1	1	9	-9	2	2	0.7	-3	-2	8	-2
CC(Oc1ccc(Cl)cc1Cl)C(=O)NNC(=O)C(=O)N1CCCC1 (stereo not drawn)	2	10	8	-8	-14	-0.4	4	2	-11	1
CCOC(=O)Cc1csc(NC(=O)NC2(C(F)(F)F)Oc3ccc(Cl)cc3O2)n1 (stereo not drawn)	-1	-15	9	5	-2	0.0	-1	0	4	-9
CN(C)/C=C/C(=O)c1ccc(S(=O)c2ccccc2)cc1 (stereo not drawn)	-8	5	-7	-4	3	-0.1	-4	-4	-4	-2
COc1ccc(NC(=O)COC(=O)CCNS(=O)(=O)c2ccc(Cl)cc2)cc1	-2	12	-3	2	-8	-0.1	-1	-4	-7	-2
COc1ccc2c(Cl)c(-c3nnc4n3CCCCC4)sc2c1	7	1	2	3	-4	0.4	1	-1	-4	-1
Nc1cc(=O)[nH]c(SC/C=C/c2ccccc2)n1	3	2	1	-6	1	-0.8	1	-2	1	0
COC(=O)C1OC2(OC1C(=O)OC)c1ccccc1-c1ccccc12 (stereo not drawn)	-2	-14	9	-2	-9	0.1	9	1	15	1
O=C(O)C1CC(=O)N(c2ccc(F)cc2)C1 (stereo not drawn)	-2	-2	-3	4	5	0.4	-1	-6	-1	-3
COC(=O)COc1cccc2c(=O)n(CC(=O)N3CCCc4ccccc43)ccc12	-3	-8	-27	-4	-12	0.1	0	-8	6	0
COc1ccc(CNc2oc(Cc3cccc4ccccc34)nc2C#N)cc1	8	9	15	-2	-1	0.5	-1	8	14	0
COc1ccc(C(=O)NCCc2c[nH]c3ccccc23)cc1	4	-1	8	5	-2	0.4	-1	-3	13	-6
CCOC(=O)CCCNC(=O)COC(=O)c1cccc(C)c1O	1	10	6	6	0	4.1	2	0	8	-5
COc1ccc(S(=O)(=O)N(C)c2ccc(C(=O)N3CCN(C)CC3)cc2)cc1	3	4	-10	10	-12	0.4	-2	-7	8	-4
COc1ccc(-c2csc(NC(=O)c3cc(-c4cccs4)nc4ccccc34)n2)c(OC)c1	-4	6	-119	0	-11	0.1	-100	-45	-3	6
CC(NC(=O)c1ccc2c(c1)OCO2)C1CCCO1 (stereo not drawn)	9	3	-6	6	1	-0.1	-1	-1	-4	0
COc1ccc(OC)c(NC(=O)Nc2cccnc2)c1	1	9	-5	2	19	0.4	-2	-2	5	0
O=C(c1ccc(Cl)cc1)N1N=C(c2ccccn2)CC1(O)C(F)(F)F (stereo not drawn)	3	-8	8	-5	-13	0.1	5	6	9	2
CC(=NC1CCCCC1)C1=C(O)c2ccccc2C1=O	-4	-7	9	8	0	-0.1	-18	1	-4	-2
COC(=O)C1C2CCC(C2)C1C(=O)OCC(=O)c1ccc(C)cc1 (stereo not drawn)	1	-21	3	-5	9	-0.1	1	-1	-1	-1

(next part)
SMILES	DDE Tn6 FP inh	ASAP1 inh	ADAM10 inh	Tn7 DDE FP	TDP2 inh	KLK7 zymogen act	PLCg1 inh	ADAM17 inh	ARFGAP1 inh	LEDGF integ inh
Cc1cc(S(=O)(=O)Nc2ccc(C(=O)NCCCn3ccnc3)cc2)ccc1F	-3	3	-17	2	-13	-0.3	2	-2	5	-4
CCc1c(-c2ccc(F)cc2)ncn1CCc1ccccc1OC	-6	11	6	-2	-6	0.5	4	3	-2	6
CC(C)c1ccc(/C=N/Nc2ccc(C(=O)O)cc2)cc1	0	10	-1	2	-7	-0.1	-8	1	-15	8
CC(C)(C)OC(=O)N1CCN(C(=O)c2[nH]cnc2C(=O)N[C@@H](Cc2ccccc2)C(=O)OCc2ccccc2)CC1	-2	10	19	4	3	0.0	1	6	14	-2
OCCN1CCN(c2nc(NCc3ccco3)c3ccccc3n2)CC1	4	-2	-142	1	5	2.3	-16	-50	1	-1
Cc1c(C(=O)Nc2nc3ccccc3[nH]2)cccc1[N+](=O)[O-]	-1	-1	9	-4	12	0.1	4	2	6	2
COC(=O)CCC(=O)N(CCN(C(=O)CCC(=O)OC)c1ccccc1)c1ccccc1	-4	-9	5	9	-11	-1.3	2	2	-4	-3
COC(=O)C1(Cc2cc(-c3cccnc3)no2)CCN(C(=O)OC(C)(C)C)CC1	4	-8	16	6	3	0.2	1	-3	-5	-2
COc1ccccc1N1CCN(C(=O)c2cc(-c3ccc(Cl)cc3)on2)CC1	6	-6	3	-6	-16	0.3	2	4	-6	8
CC(=O)Nc1ccc(OCC(O)Cn2nc(C)c(C)c2C)cc1 (stereo not drawn)	3	17	-2	1	6	0.0	3	-4	-5	5
CCCS(=O)(=O)N1CCCC(C(=O)NCCc2ccc(OC)c(OC)c2)C1 (stereo not drawn)	-3	5	3	1	3	0.1	3	-5	-1	-1
NS(=O)(=O)c1ccc(CCn2c(=S)[nH]c3ccc(F)cc3c2=O)cc1	5	12	-4	4	-5	-0.4	-3	-1	6	-1
COc1ccccc1CNS(=O)(=O)c1ccc2c(c1)CC(=O)N2C	1	-6	8	-8	-6	0.7	6	0	-2	2
Cc1cc(C)c2cc(CN(CCO)C(=O)Nc3ccc(Cl)cc3)c(=O)[nH]c2c1	-2	12	1	2	8	0.0	-1	-1	-5	-2
CCN(CC)S(=O)(=O)c1ccc(Oc2cccc(C(C)=O)c2)nc1	-4	19	-4	-3	2	0.4	0	-4	5	0
COC(=O)c1ccc(/C=N/Nc2nc(C)c(C)s2)cc1	-2	2	-81	3	3	-8.5	-103	-35	11	1
Cc1c(C(=O)NCc2cccnc2)oc2ccc(S(=O)(=O)N3CCCC(C)C3)cc12 (stereo not drawn)	7	12	-10	-2	-2	0.2	1	-6	4	2
COc1ccc(C2CC(c3ccccc3C)n3nc(N)nc3N2)cc1 (stereo not drawn)	-3	-6	-37	10	-15	-0.9	3	-7	12	5
Cc1cc(C)c(-c2cc(NC(=O)COC(=O)c3ccc(NC(=O)CC#N)cc3)n(-c3ccccc3)n2)cc1C	-8	15	-3	2	-8	-0.5	1	0	11	-1
O=C1CC(Cc2ccccc2)C(=O)N1CCc1ccc2c(c1)OCO2 (stereo not drawn)	-5	2	5	-3	-1	0.5	0	2	7	0
CC(=O)N1N=C(c2cccc([N+](=O)[O-])c2)OC1(C)CC(=O)Nc1ccccc1 (stereo not drawn)	0	4	8	5	1	0.0	1	-2	5	0
NS(=O)(=O)c1ccc(CCNC(=O)C(=O)c2cn(CC(=O)N3CCOCC3)c3ccccc23)cc1	-2	-8	0	-3	-8	-0.5	0	-3	8	1
C=CCSc1ncccc1C(=O)NCCc1ccc(Cl)cc1	0	-1	14	-1	2	0.1	0	-1	2	3
CN1CCN(C(=O)c2cc3c(c(-c4cccc(Br)c4)n2)[C@@H](CCO)N(S(=O)C(C)(C)C)C3)CC1 (stereo partly drawn)	-3	3	-14	-5	-13	0.4	-7	2	3	4
O=C(CSc1ncn[nH]1)Nc1ncc(C(F)(F)F)cc1Cl	-4	5	-12	4	-2	0.1	-1	-2	13	-2

The listing continues:
SMILES	DDE Tn6 FP inh	ASAP1 inh	ADAM10 inh	Tn7 DDE FP	TDP2 inh	KLK7 zymogen act	PLCg1 inh	ADAM17 inh	ARFGAP1 inh	LEDGF integ inh
Cc1ccc(S(=O)(=O)/C=C2\OCc3ccccc32)cc1	-4	-12	-10	1	4	0.5	2	-3	-5	-1
Cc1ccc(C)c(S(=O)(=O)N2CCN(CC(=O)NC(=O)NCc3ccccc3)CC2)c1	3	1	4	-1	4	0.0	-1	0	-2	-1
CCCCN(CC)CCNC(=O)c1cc2c(=O)[nH]c3ccccc3c2n1C	-3	1	-47	-1	-16	1.1	-3	-11	1	2
COC(=O)c1ccc(-c2ccc(Cl)cc2)nc1C	1	12	8	1	-14	-0.7	6	3	-4	1
O=C(NC1CCCCN(Cc2cccc(Cl)c2)C1=O)C1CCCCC1 (stereo not drawn)	-5	.	-3	-4	-2	-0.3	0	-2	.	0
O=C(CCN1CCN(Cc2ccccc2)CC1)Nc1cccc(Br)c1	4	6	5	-13	-7	-0.3	4	1	7	2
COc1cc(/C=C/C(=O)O)cc(S(=O)(=O)N(C)CCO)c1OC	-4	12	-11	12	-9	0.5	2	-6	-1	1
CC1CCC(C(C)C)C(OCC(O)CN2CCN(Cc3ccccc3)CC2)C1 (stereo not drawn)	-5	-2	11	-5	-8	-0.3	7	3	4	-4

DDE Tn6 FP inh: hit marks shown above.
SMILES	DDE Tn6 FP inh	ASAP1 inh	ADAM10 inh	Tn7 DDE FP	TDP2 inh	KLK7 zymogen act	PLCg1 inh	ADAM17 inh	ARFGAP1 inh	LEDGF integ inh
COc1ccccc1N=Nc1nc(-c2ccccc2)c(-c2ccccc2)[nH]1	21*	9	18	-3	-8	-0.7	3	12*	3	5

Source: PubChem BioAssay (The Scripps Research Institute Molecular Screening Center)

Not a hit list; about 4.2% have a hit in one of these screens.
